High-throughput results deposited in PubChem BioAssay by Fisher Drug Discovery Resource Center.
mcGAS RapidFire = inhibitors of Mus musculus cyclic GMP-AMP synthase, initial high-throughput assay, cell-free, RapidFire MS; AID 1259397, 2018; 130,000 tested, 0.18% active; inhibition, % at 12.5 µM; Q8C6L5; recombinant mouse cGAS, cGAMP by RapidFire MS;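 active = inhibition of cGAS enzyme activity at or above 60%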;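 also: enzyme stimulated by 45 bp dsDNA with ATP and GTP substrates; cGAMP share of summed cGAMP plus half ATP and half GTP signals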
Target sequence (Q8C6L5 whole entry, looked up): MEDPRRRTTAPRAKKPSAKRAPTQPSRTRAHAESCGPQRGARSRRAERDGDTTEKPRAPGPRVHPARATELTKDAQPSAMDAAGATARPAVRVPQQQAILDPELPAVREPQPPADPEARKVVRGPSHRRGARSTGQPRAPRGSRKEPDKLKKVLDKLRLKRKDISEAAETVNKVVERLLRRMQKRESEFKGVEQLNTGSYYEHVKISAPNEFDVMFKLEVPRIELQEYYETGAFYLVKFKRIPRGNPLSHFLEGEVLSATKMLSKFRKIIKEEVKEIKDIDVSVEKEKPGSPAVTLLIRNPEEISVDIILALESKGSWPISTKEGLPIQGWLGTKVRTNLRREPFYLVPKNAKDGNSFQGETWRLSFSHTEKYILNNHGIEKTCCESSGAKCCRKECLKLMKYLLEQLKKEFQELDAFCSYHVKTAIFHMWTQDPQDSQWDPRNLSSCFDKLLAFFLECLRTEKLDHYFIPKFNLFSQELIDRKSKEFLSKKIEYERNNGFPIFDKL
* = called active by the depositor.

SMILES	mcGAS RapidFire
CCCCC1NC(=S)N(C2CCCCC2)C1=O (stereo unspecified)	-1
Cc1nccn1CCC(=O)N1CCC2(CCCN(Cc3ccc(C(C)C)cc3)C2)C1 (stereo unspecified)	6
Nc1cc(-c2cccc(C(F)(F)F)c2)nn1-c1ccc(C(=O)NC(c2ccccc2)c2ccccn2)cc1 (stereo unspecified)	16
O=[N+]([O-])c1cc(C(F)(F)F)ccc1-n1cncn1	-11
CC(C)(C)c1nc(CN2CCCNCC2)no1	1
C=CCn1c(C)c(C)n2c3c(=O)n(CCOCC)c(=O)n(C)c3nc12	-1
COc1ccc(NC(=O)N(CCN2CCOCC2)CC(=O)N(Cc2ccc3c(c2)OCO3)Cc2ccco2)cc1	-6
Cc1cc(C)cc(NC(=O)CCOc2ccccc2F)c1	-8
COCCCCNc1cccc(C(=O)N2CCSCC2)c1	-4
C=CCn1c(=O)c2c(nc3n2CCCN3c2ccc(CCCC)cc2)n(C)c1=O	-5
CN1CCC2(CCN(C(=O)c3ccccc3-c3ncn[nH]3)CC2)C1	-9
CNC(=O)C(C)Sc1nnnn1-c1ccc(C)cc1C (stereo unspecified)	-15
CCc1ccc(-n2cnnc2)cc1N	-3
CCCn1ncc(C(=O)NC2CCCN(c3ncccn3)C2)c1C (stereo unspecified)	-2
Cc1noc(C)c1S(=O)(=O)N1CCN(Cc2cccc(Cl)c2)CC1	-4
COc1ccc(C(C)NS(=O)(=O)c2ccc(Cl)cc2C(F)(F)F)cc1F (stereo unspecified)	6
CCn1c(O)c(N=Nc2ccccc2C(F)(F)F)c2ccccc21	-2
CC(C)c1nn(Cc2ccccc2F)c(=O)c2c1cnn2-c1ccccc1	-10
CN(Cc1ccc2cccc(Cl)c2n1)Cc1nc(-c2cccnc2)no1	-25
CCc1cc(CN(C)C(=O)c2cc3ccccc3n2C)on1	-13
CC(=O)Oc1ccc(CN2C(=O)C(C)ON=C2c2ccccn2)cc1 (stereo unspecified)	1
O=C(NC1CCC(O)CC1)N(Cc1ccccc1O)C1CCCCC1 (stereo unspecified)	-8
CC(C)CCC(=O)Nc1cnc2c(cnn2C(C)C)c1	-9
CCCc1cc(=O)[nH]c(N=C(NC(=O)c2ccccc2)Nc2ccc(F)cc2)n1	-7
CCOc1ccccc1-c1cnc(N)nc1	-10

Other results follow.
SMILES	mcGAS RapidFire
Cc1nc(N2CCN(CC(=O)N3CCCCC3)CC2)c2cc(-c3ccccc3)sc2n1	0
Cc1nc2nc3ccn(CCO)c(=O)c3c(-c3ccc(Cl)cc3)n2n1	1
Cc1ccc(C(=O)COC(=O)c2ccc(Cl)c(N)c2)cc1	-8
CC(CCc1ccccc1)CC(=O)N1CCC(C(=O)NC2CC2)CC1 (stereo unspecified)	3
C=CCN(Cc1ccc(F)cc1)C(=O)C1CCN(CC(N)=O)CC1	-5
O=S(=O)(c1cccs1)N(CCC(F)(F)F)C1CCC1	-7
COc1ccc(C(=O)N2CCN(Cc3ccccc3)CC2)cc1[N+](=O)[O-]	-2
CCC(=O)N1CCCC(C(=O)Nc2ccc(Nc3ccc(C(F)(F)F)cn3)cc2)C1 (stereo unspecified)	-1
CCN(CC)c1ccc(C(=O)Cn2c(C)c(C(=O)NCc3ccc(C#N)cc3)sc2=O)cc1	-5
C=CCC1Cc2c(cccc2[N+](=O)[O-])C(CC=C)N1 (stereo unspecified)	-13
COc1cncc(-c2ccc(F)c(CO)c2)c1	-18
CCn1cc(NC(=O)c2n[nH]c(C(C)C)c2Br)cn1	-10
O=C(c1csc(-c2ccco2)n1)N1CCC(OCCCO)CC1	-10
CCCOc1ccc(-c2c(=O)n(OCc3ccccn3)c3ccccc3[n+]2[O-])cc1	-10
CC(CC(=O)Nc1ccc(C(=O)N2CCCC2)cc1)n1cccc1 (stereo unspecified)	-6
NC(=O)c1nc(-c2cccs2)nc2c1[nH]c(=O)n2-c1ccc(Cl)cc1	1
CCOc1ccc(NC(=O)c2cn(C)c3c(=O)n(-c4ccc(C)cc4)c(=O)[nH]c23)cc1	-29
OCc1ccccc1-c1cccc2cccnc12	-15
O=C(NC1CCS(=O)(=O)C1)C12CC3CC(CC(C3)C1)C2 (stereo unspecified)	-3
Cc1ccccc1-n1ccnc1SCCN1CCOC1=O	-2
CN(C)S(=O)(=O)N1CCCC(C(=O)c2ccc(C(F)(F)F)cc2)C1 (stereo unspecified)	-7
O=C(CC1(O)C(=O)Nc2ccc(Br)cc21)c1ccc2c(c1)OCO2 (stereo unspecified)	-24
C=C(C)CN(CC)C(=O)C(C)N1CCN(CC(C)O)CC1 (stereo unspecified)	-5
CS(=O)(=O)NCc1csc(C2CC2)n1	-6
Cc1ccc2[nH]c(CNC(C)c3cn4ccsc4n3)nc2c1C (stereo unspecified)	-13

(next part)
SMILES	mcGAS RapidFire
O=C(Cc1ccccn1)N1CCC(C(O)c2cccs2)CC1 (stereo unspecified)	-25
CC(C)(C)n1ncc(O/N=C2\CC3CCC2(C)C3(C)C)c(Cl)c1=O (stereo unspecified)	-7
Cc1cc(C)c(Cn2cncn2)cc1CN1CC[C@H](CO)[C@@H](O)C1	-5
Cc1cc(C(=O)N2CCCC2(C)C(=O)O)c(C)o1 (stereo unspecified)	-4
COC(C)(C(=O)NCc1ccc(C)n1C)c1ccccc1 (stereo unspecified)	1
CCN(C/C=C/c1ccccc1)C(=O)[C@H](N)Cc1ccccc1	-6
Cc1ccccc1OCc1nc(=S)[nH][nH]1	24
Cc1cccc(OS(=O)(=O)c2cccc(S(N)(=O)=O)c2)c1C	-5
COc1ccc(-c2cc(=O)c3c(O)cc(O)cc3o2)cc1	-3
c1ccc(CN2CCc3nnsc3C2)cc1	-6
Cc1oc2ccccc2c1C#N	-7
N#CC(C(=O)/C=C/c1nccs1)C(=O)Nc1cccc(Cl)c1Cl (stereo unspecified)	-4
COc1ccccc1C1(C(=O)N2CCN(c3ccc(F)cc3)CC2)CCOCC1	-14
COCCNC(=S)NNC(=O)C(=O)NNC(=S)NCCOC	-1
Fc1ccc(C2CCCN2Cc2ccc3nonc3c2)cc1 (stereo unspecified)	-30
COc1ccccc1CNC(=O)CN1C[C@H]2C[C@H](O)[C@@H](O)C[C@H]2C1	-30
CCc1ccc(S(=O)(=O)O)c(C(C)(C)C)n1	-9
CC(NC(=O)c1ccco1)C(=O)NCc1ccccc1CN(C)C (stereo unspecified)	-2
CC1Sc2nnc(C3CCCO3)n2N=C1c1ccc2c(c1)CCC2 (stereo unspecified)	-2
O=C(Cn1c(SC(F)F)nc2ccccc21)NCc1ccoc1	9
Cc1cc(C)nc(-n2ncc3c2CC(c2cccc(Cl)c2)CC3=O)n1 (stereo unspecified)	0
O=C(NCc1ccco1)C(C1CCCC1)N1CCN(C(=O)c2cccs2)CC1 (stereo unspecified)	-6
CC(=O)NCCNc1nc(NCc2ccccc2)nc2ccsc12	5
COc1ccc(N2CCN(C(CNC(=O)Nc3c(F)cccc3F)c3ccco3)CC2)cc1 (stereo unspecified)	-5
Cc1[nH]c2ccc(CNC(=O)c3ccc(CN4CCCC4)o3)cc2c1C	-3

(continued)
SMILES	mcGAS RapidFire
CNc1cc(-c2ccccc2C(C)=O)nc2ccnn12	-7
Cc1cc(NC(=O)CN2CCN(C)CC2C)n(C(C)(C)C)n1 (stereo unspecified)	-14
COc1cc(OC)c(-c2noc(C(=O)OC(C)(C)C)c2C(=O)OC(C)(C)C)c(OC)c1	-5
Cc1ccc(-c2cn[nH]c2C2CCCN(C(=O)c3cnc4ccccn34)C2)cc1 (stereo unspecified)	-20
CC(C)c1cc(C(=O)O)nn1-c1ccncc1	-3
CC1CCC(NC(=O)Cn2nnc(-c3ccco3)n2)CC1 (stereo unspecified)	4
Cc1ccccc1C1(C(=O)N(C)Cc2c(C)noc2C)CCOCC1	17
CC1CCN(C(=O)Cn2c3ccccc3c(=O)c3ccccc32)CC1	-15
Cn1c(C2C(=N)N(CCc3ccccc3)CC2=O)[n+](C)c2ccccc21 (stereo unspecified)	-1
Cc1ccc(C)n1NC(N)=O	9
CN(C)S(=O)(=O)c1ccc(S(=O)(=O)NCCc2ccc(S(N)(=O)=O)cc2)cc1	-4
CC(C)(C)NC(=O)NC(=O)CN1CC2CC3CC(C2)CC1C3	-3
O=C(Nc1ccc(CNS(=O)(=O)c2c(Cl)cccc2Cl)cc1)C1CC1	4
O=C(O)c1ccc(F)cc1-c1ccc(Cl)c(Cl)c1	-5
Cc1ccccc1OC(C)CNC(=O)c1ccc(C(N)=O)cc1 (stereo unspecified)	-2
Cc1ccc(-c2cnc(CCC(=O)OC(C)c3nc4ccccc4c(=O)[nH]3)o2)cc1 (stereo unspecified)	-4
S=C(Nc1cccc(I)c1)NC1CCCCC1	0
COC(=O)C1=NN(c2ccc(OC)cc2)C2C(=O)N(c3ccc(Br)cc3)C(=O)C12 (stereo unspecified)	11
Cc1ccccc1N1C(=O)CC(N2CCN(c3ncccn3)CC2)C1=O (stereo unspecified)	-5
c1ccc(-c2nnc(C3CC3)nc2-c2ccccc2)cc1	-5
CONC(=O)c1nn(-c2cccc(C(C)C)c2)cc1O	-8
CCS(=O)(=O)Nc1ccc(NC(=O)C2CCCN2Cc2ccc(F)cc2)cc1C (stereo unspecified)	-21
COc1cccc(C)c1C(=O)N1CCOC(c2ccc(Cl)c(Cl)c2)C1 (stereo unspecified)	-1
Cc1nc(-n2nc(-c3ccco3)cc2NC(=O)c2ccco2)[nH]c(=O)c1C	-1
CCOC(=O)C1=C(CSc2nccc(C(F)(F)F)n2)NC(=O)NC1c1cnn(CC)c1 (stereo unspecified)	-2

2 compounds drawn at random from those above:
SMILES	mcGAS RapidFire
CC(C)c1cc(C(=O)O)nn1-c1ccncc1	-3
Cc1ccccc1N1C(=O)CC(N2CCN(c3ncccn3)CC2)C1=O (stereo unspecified)	-5

Next compounds follow.
SMILES	mcGAS RapidFire
CC(C(=O)Nc1ccccc1Cl)N1CCCC1c1ccsc1 (stereo unspecified)	-10
O=C(c1cc(Br)c[nH]1)N1CCC(Nc2ccc(F)cc2)CC1	-7
Cc1ccc(OCCN(C)C(=O)COc2ccc3ccc(=O)oc3c2)cc1	-6
Cc1cc(=O)n2nc(CNC(c3ccccc3)c3cccs3)sc2n1 (stereo unspecified)	2
Cc1ccc(C(=O)N=c2sc(C)c(C)n2C(C(=O)O)c2ccccc2)cc1 (stereo unspecified)	-3
COc1ccc(C2CC(c3cccs3)=NN2C(=O)COC(=O)c2ccccc2Cl)cc1OC (stereo unspecified)	-4
Cn1c(N)c(-c2nc3ccccc3[nH]2)sc1=S	8
CCC(C(=O)NCCS(=O)(=O)c1ccccc1F)c1ccccc1 (stereo unspecified)	-34
CN1CCCC2(CCN(C(=O)Cc3nnc(N)s3)C2)C1=O (stereo unspecified)	-7
O=C(CSc1nc2sc3c(c2c(=O)[nH]1)CCC3)NCCCO	50
CN1CCN(C(=O)C2CCCN(c3ncnc4c3nc3n4CCCCC3)C2)CC1 (stereo unspecified)	-6
COc1cccc(CN2CCC(CO)(CC3CCCCO3)CC2)c1 (stereo unspecified)	-1
CCCCCNC(=O)C1CCN(Cc2c(-c3cccs3)nc3ccccn23)CC1	-3
CC(C)C(=O)Nc1ccc(SCc2ccccc2)nn1	7
CC(=O)NC1CCCN(C(=O)CN2CCCCC2Cn2cncn2)C1 (stereo unspecified)	-7
CCOC(=O)c1cc(-c2ccc([N+](=O)[O-])cc2)n(NC(=O)COc2ccccc2C)c1C	-3
COc1cccc(CNC(=O)Cc2cnn(-c3ccccc3)c2C)c1OC	-13
CC(=O)c1c(C)[nH]c(C(=O)COC(=O)c2ccc(C)s2)c1C	-2
NC(=O)c1oc2ccccc2c1NS(=O)(=O)c1ccccc1Cl	6
CN(C)c1ncc(CN2CCN3C(=O)CNC(=O)C3C2)s1 (stereo unspecified)	-16
O=C(O)c1ccc2c(c1)c1c3n2CCNC3CCC1 (stereo unspecified)	-25
COC(=O)c1ccc(NC(=O)c2c3c(nn2C2CCS(=O)(=O)C2)CCC3)cc1 (stereo unspecified)	0
CCN(CC)C(=O)Nc1ccc(C(C)NC(C)=O)cc1 (stereo unspecified)	-1
O=C(CC1C(=O)NN=C2c3ccccc3N=CN21)Nc1ccccc1F (stereo unspecified)	-4
O=C(NCCc1ccccc1)C1=COC2=NC(=O)N(Cc3ccccc3C(F)(F)F)CCN12	-9
O=C(NNC(=O)C12CC3CC(CC(C3)C1)C2)C1CC2C=CC1C2 (stereo unspecified)	-8
CC(=O)O[C@]1(C(C)=O)CC[C@H]2[C@@H]3C[C@H](C)C4=CC(=O)CC[C@]4(C)[C@H]3CC[C@@]21C	-4
S=c1[nH]n(Cc2ccccc2)c(=NCc2ccccc2)s1	8
Cc1nc2sccn2c1C(=O)N(C)C(C)c1ccon1 (stereo unspecified)	-12

By substructure, the entries above with an NH in an aromatic ring.
SMILES	mcGAS RapidFire
CN1CCC2(CCN(C(=O)c3ccccc3-c3ncn[nH]3)CC2)C1	-9
CCCc1cc(=O)[nH]c(N=C(NC(=O)c2ccccc2)Nc2ccc(F)cc2)n1	-7
CCn1cc(NC(=O)c2n[nH]c(C(C)C)c2Br)cn1	-10
NC(=O)c1nc(-c2cccs2)nc2c1[nH]c(=O)n2-c1ccc(Cl)cc1	1
CCOc1ccc(NC(=O)c2cn(C)c3c(=O)n(-c4ccc(C)cc4)c(=O)[nH]c23)cc1	-29
Cc1ccc2[nH]c(CNC(C)c3cn4ccsc4n3)nc2c1C (stereo unspecified)	-13
Cc1ccccc1OCc1nc(=S)[nH][nH]1	24
Cc1[nH]c2ccc(CNC(=O)c3ccc(CN4CCCC4)o3)cc2c1C	-3
Cc1ccc(-c2cn[nH]c2C2CCCN(C(=O)c3cnc4ccccn34)C2)cc1 (stereo unspecified)	-20
Cc1ccc(-c2cnc(CCC(=O)OC(C)c3nc4ccccc4c(=O)[nH]3)o2)cc1 (stereo unspecified)	-4
Cc1nc(-n2nc(-c3ccco3)cc2NC(=O)c2ccco2)[nH]c(=O)c1C	-1
O=C(c1cc(Br)c[nH]1)N1CCC(Nc2ccc(F)cc2)CC1	-7
Cn1c(N)c(-c2nc3ccccc3[nH]2)sc1=S	8
O=C(CSc1nc2sc3c(c2c(=O)[nH]1)CCC3)NCCCO	50
CC(=O)c1c(C)[nH]c(C(=O)COC(=O)c2ccc(C)s2)c1C	-2
S=c1[nH]n(Cc2ccccc2)c(=NCc2ccccc2)s1	8

Some of the compounds tested (hit frequency here may not be typical).
